Hck-Nef inh: inhibitors of Nef-activated human Hck kinase, primary screen, biochemical, Z-Lyte FRET, 384-well, Hck-YEEI; Tyrosine-protein kinase HCK (Homo sapiens), P08631; Recombinant Hck-YEEI plus Nef, Z-Lyte FRET kinase assay; inhibition, % at 20 µM; AID 463187, 2010; hit rate 0.68% among 220,000;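 active means Hck-Nef kinase inhibition above about 50%, limit read from the data; inactive means inhibition below that limit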;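 further: 0% = DMSO with Hck plus Nef and 100% = Hck alone without Nef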
TbHK1 inh: Trypanosoma brucei hexokinase 1 inhibitors, primary screen, biochemical, G6PDH-coupled NADH absorbance, MLSCN library | hexokinase 1 [Trypanosoma brucei] | recombinant TbHK1, G6PDH-coupled NADH A340 | inhibition, % at 10 µM | hit rate 0.11% among 220,000 | AID 1430, 2008;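 active means inhibition of 50% or more in the single-dose primary screen; inactive means inhibition below 50%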
zVAD death inh: inhibitors of zVAD-triggered necroptosis, primary screen, L929 cells; L929 zVAD necroptosis rescue, ATP luminescence, 24 h; with zVAD 60 µM; viability rescue, % at 10 µM; hit rate 0.38% among 220,000; AID 1377, 2008;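 active means activation, scaled between plate controls, above about 75%, limit read from the data; inactive means activation under that limit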;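 further: 0% = zVAD with DMSO and 100% = DMSO alone without zVAD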
EP2 mod: EP2 receptor modulators, cAMP readout, primary screen, cell-based, HTRF cAMP, PGE2 stimulation; EP2-expressing cells, cAMP HTRF FRET, PGE2 co-stimulation; hit rate 0.83% among 260,000; induction, % at 25 µM;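 active means compounds whose cAMP rise, as percent of the full-agonist control response, exceeds 60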;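 further: rat C6 glioma line stably carrying human EP2 under a CMV promoter; the protocol text gives 20 µM as final concentration; 100% = response of wells given 1 µM PGE2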
Target sequence (P43116 whole entry, looked up): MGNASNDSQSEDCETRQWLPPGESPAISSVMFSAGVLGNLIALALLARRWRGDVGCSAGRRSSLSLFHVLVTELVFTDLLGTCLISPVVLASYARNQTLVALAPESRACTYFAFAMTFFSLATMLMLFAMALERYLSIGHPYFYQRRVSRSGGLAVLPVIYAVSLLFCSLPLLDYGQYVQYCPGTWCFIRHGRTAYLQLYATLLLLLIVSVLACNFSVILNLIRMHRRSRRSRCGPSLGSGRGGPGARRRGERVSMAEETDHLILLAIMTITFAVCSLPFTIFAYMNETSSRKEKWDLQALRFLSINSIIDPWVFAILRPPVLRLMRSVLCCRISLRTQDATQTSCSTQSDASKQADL
Rad51 HR inh: human RAD51 strand exchange inhibitors, primary screen, biochemical, fluorescence. hRad51 DNA strand exchange, fluorescence dequenching. inhibition, % at 10 µM. DNA repair protein RAD51 homolog 1 (Homo sapiens), Q06609. hit rate 0.085% among 200,000;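 active means inhibition above 40% at the single screening dose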;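 further: 0% = DMSO control wells and 100% = blanks with heterologous ssDNA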
Target sequence (Q06609 whole entry, looked up): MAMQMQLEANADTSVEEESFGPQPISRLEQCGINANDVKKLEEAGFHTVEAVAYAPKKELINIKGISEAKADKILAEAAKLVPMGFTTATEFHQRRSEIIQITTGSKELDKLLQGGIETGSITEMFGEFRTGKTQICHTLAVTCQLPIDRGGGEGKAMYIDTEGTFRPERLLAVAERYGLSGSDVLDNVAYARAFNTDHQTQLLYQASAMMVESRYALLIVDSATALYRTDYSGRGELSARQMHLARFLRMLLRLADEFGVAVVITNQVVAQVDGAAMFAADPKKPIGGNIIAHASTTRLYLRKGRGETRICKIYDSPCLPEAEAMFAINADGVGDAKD
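Test system: preformed human Rad51 ssDNA filaments; also added: Donor/quencher-labelled 47-bp dsDNA substrate; doses: 10 µM final, single point; times: 37 °C 15-min filament assembly, 30-min compound preincubation, 15-min exchange; detection: FRET fluorescence dequenching, excitation 485 nm, emission 520 nm; read-out basis: Fluorescence-based percent inhibition, control- and blank-normalised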
14-3-3 Bad inh: inhibitors of 14-3-3 zeta/Bad binding, primary screen, biochemical, TR-FRET, bovine 14-3-3 zeta; 14-3-3 protein zeta/delta (Bos taurus), P63103; TR-FRET 14-3-3zeta/Dy647-pBad peptide displacement, 1 h; inhibition, % at 21.7 µM; hit rate 0.71% among 220,000; AID 781, 2007;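 active means inhibition above about 70%, limit read from the data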;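 further: 0% = full 14-3-3 plus peptide FRET controls and 100% = background without 14-3-3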
Target sequence (P63103 whole entry, looked up): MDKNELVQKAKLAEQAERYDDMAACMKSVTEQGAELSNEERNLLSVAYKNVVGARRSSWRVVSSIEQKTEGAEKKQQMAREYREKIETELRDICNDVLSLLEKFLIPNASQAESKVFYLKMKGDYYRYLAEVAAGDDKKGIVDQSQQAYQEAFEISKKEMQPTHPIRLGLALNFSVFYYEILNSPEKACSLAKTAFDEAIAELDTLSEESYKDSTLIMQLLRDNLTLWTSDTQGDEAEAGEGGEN
PGE2 EP2 inh: human EP2 receptor antagonists, primary screen, TR-FRET cAMP, C6 glioma cells; Prostaglandin E2 receptor EP2 subtype (Homo sapiens), P43116; C6 glioma cells expressing human EP2; cells stimulated with saturating PGE2; inhibition, % at 25 µM; hit rate 0.52% among 260,000; AID 1422, 2008;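 active means percent inhibition above 40 after rounding to a whole number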;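 further: rat C6 glioma host cells with rolipram phosphodiesterase inhibitor present; the protocol text gives 20 µM as final concentration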
m-calpain inh: inhibitors of pig calpain II, primary screen, biochemical, fluorogenic peptide substrate, 1536-well; inhibition, % at 16 µM; purified calpain II, 30 min; hit rate 0.37% among 220,000;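 active means inhibition above about 50%, limit read from the data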
eIF4E 4G PPI: eIF4E–eIF4G protein interaction inhibitors, primary screen, biochemical, uHTS, TR-FRET, eIF4GI fragment; AID 782, 2007; Eukaryotic translation initiation factor 4E (Mus musculus) + Eukaryotic translation …; inhibition, % at 21.7 µM; hit rate 0.37% among 220,000; TR-FRET eIF4E-eIF4GI(517-606) binding, 2 h;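 active means inhibition above about 30%, limit read from the data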;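 further: 0% = full FRET control wells and 100% = background wells lacking eIF4GI fragment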
* = called active by the depositor; i = inactive; x = not tested or not shown; & = joins results of further samples; [ ] = remark or other dose. This is a subset; rates above refer to the full screens.

SMILES	Hck-Nef inh	TbHK1 inh	zVAD death inh	EP2 mod	Rad51 HR inh	14-3-3 Bad inh	PGE2 EP2 inh	m-calpain inh	eIF4E 4G PPI
O=C(O)CCCC(=O)N1CCc2cc(S(=O)(=O)NCc3ccc(F)cc3)ccc21	26	-2	2.3	13	-4	-4	10	21	-2
COc1cc(/C=N/Nc2nc3ccccc3s2)ccc1OC(=O)c1ccccc1F	4	-25	75*	-17	17	-23	8	-7	1[fluorescence artefact?]
COc1cccc(C(=O)COC(=O)c2n[nH]c(=O)c3ccccc23)c1	21	1	0.8	20	20	-21	4	-20	2
COc1ccc(COCC(O)CN2CCc3ccccc3C2)cc1OC (stereo not given)	24	-4	0.3	19	-1	-5	4	-17	-3
O=C(NCCN1CCOCC1)c1cc(S(=O)(=O)NCCCN2CCCC2=O)ccc1Cl	1	24	-0.2	-5	-5	-2	12	-14	-2
CCCc1cc(C(=O)Nc2sc(C)c(C)c2C(=O)OCC)no1	-4	-5	-0.2	38	3	5	7	-248	-6
CC(=O)Nc1ccc(/C(C)=N/NS(=O)(=O)c2ccccc2)cc1	2	-13	0.5	0	x	3[fluorescence artefact?]	2	4	0
Cc1nn(-c2ccccc2)c(N)c1N=Nc1cccc(S(=O)(=O)N2CCOCC2)c1	8	-23	3.6	-75	x	-3	7	18	-5
CN(C(=O)CSC1=Nc2ccccc2C2=NC(c3ccccc3)C(=O)N12)C1CCCCC1 (stereo not given)	2	-7	-0.5	-5	4	11[fluorescence artefact?]	14	-166	7[fluorescence artefact?]
Cc1ccc(/C(N)=N/OC(=O)COc2ccccc2Cl)cc1	0	-9	-0.1	29	7	7	10	3	-1
CN(C(=O)c1ccccc1OC1CCN(S(C)(=O)=O)CC1)C1CCOC1 (stereo not given)	13	-9	1.6	-2	-10	-6	5	-4	-2
Cc1onc(-c2ccccc2)c1C(=O)NC(=S)NNC(=O)c1ccncc1	2	-13	1.3	12	5	-16	9	-6	-5
CC(Sc1nc(N)c2c3c(sc2n1)CSC(C)(C)C3)C(=O)Nc1ccccc1 (stereo not given)	1	-4	0.9	33	-1	-4	9	-90	-1
O=C1CC(N2CCCc3ccccc32)C(=O)N1c1ccccc1Cl (stereo not given)	9	5	-1.1	31	-9	-12	12	8	-3
CN1CCN(C(=O)CSc2ccc(Cl)cc2)CC1	23	-5	2.2	44	9	-12	10	-37	1
COc1cccc(/C(C)=N/NS(=O)(=O)c2ccc(Cl)cc2)c1	-7	-5	1.4	-42	2	11	5	-28	1
O=c1cc(N2CCCCC2)c(-c2ccccc2)n[nH]1	26	-6	2.8	-9	16	-4	2	11	2
N#Cc1ccc(-c2nc3ccccc3nc2-c2ccccc2)cc1C#N	1	-2	0.6	29	9	4	7	-36	1
Cc1cc(Cl)c(S(=O)(=O)Nc2ccc3c(c2)OCCO3)cc1OCC(=O)NC1CCCCC1	-2	4	0.8	44	-4	6	2	-45	2
CC1CCCCN1c1nnc(NC(=O)Cn2c(=O)oc3ccccc32)s1 (stereo not given)	3	-4	0.7	-1	-9	12	12	-10	-8
O=C(COC(=O)c1ccccc1C(=O)c1ccccc1)NCCc1ccc(Cl)cc1Cl	-1	5	0.0	21	2	-4	6	18	0
C=CCOc1cccc(CNCCCN2CCOCC2)c1	21	2	1.6	38	18	-15	3	-35	1
CCOc1ccccc1-c1nc(-c2cc3ccccc3nc2OC)no1	0	-6	-0.2	17	17	-18	15	-208	-7
COc1ccc(C(=O)Nc2ccc(C3(C#N)CCCC3)cc2)cc1	21	-6	74	-55	9	-5	3	1	3
O=C(CCN1C(=O)c2ccccc2S1(=O)=O)Nc1ccccc1O	6	3	1.0	19	x	8	5	-13	4
COC(=O)C1=C(CSc2nc3c(cc2C#N)CN(C)CC3)OC(N)=C(C#N)C1c1ccccc1F (stereo not given)	-3	-14	-0.2	-52	-27	-8	13	-124	2
CC(=O)N(CCCN(C)C)c1nc2ccc(C)cc2s1	-28	0	0.0	-6	-3	-2	3	-2	-1
Cc1nn(C)c(C)c1S(=O)(=O)N1CCCC(C(=O)N2CCN(c3ccc(Cl)cc3)CC2)C1 (stereo not given)	0	-4	0.0	9	-3	1	15	4	3
C/C(=N\O)C(C)(C)NC(=O)Nc1ccc(Cl)cc1	-2	-2	0.0	12	-2	-8	3	17	1[fluorescence artefact?]
CCc1nnc(NS(=O)(=O)c2ccc(NS(=O)(=O)c3ccccc3)cc2)s1	1	-2	0.4	34	3	4	11	-7	-15
CCOC(=O)c1sc(NS(=O)(=O)c2ccc(F)cc2)nc1C	24	0	13	33	-1	-9	7	-29	0
Cc1onc(-c2ccccc2)c1C(=O)N(Cc1ccccn1)Cc1ccccn1	20	-12	0.3	-15	15	-4	10	4	5
CCO/N=C(\C)c1c(O)c2ccccc2n(C)c1=O	4	1	0.3	17	-1	-18	5	-10	13
CCOc1ccc(-c2cnc(SCC(N)=O)nc2N)cc1	6	-2	-0.9	2	x	5[fluorescence artefact?]	18	12	-7
CCC(=O)Oc1ccc2c(c1)O/C(=C\c1ccco1)C2=O	31	0	0.3	-9	-195	-4	4	-211	-2
NC1=C(O)C(=O)C(c2ccccc2)O1 (stereo not given)	0	-3	0.1	7	-2	-2	10	4	0
O=C(O)Cn1nc(C(F)(F)F)c2c1CCC2	-1	1	-0.4	36&-5	-2	16	19&6	-12	11
CN(Cc1ccccc1)c1nc2c(c(=O)n(C)c(=O)n2C)n1CCSc1ncccn1	2	-2	0.0	12	3	1[fluorescence artefact?]	8	16	1
Cc1ccn2c(C(=O)CSc3ccccc3Cl)c(C)nc2c1	1	-6	0.6	-11	-6	9	7	5	-4
Nn1c(SCC(=O)Nc2ccc(F)cc2F)nnc1C1CCCCC1	1	-2	0.0	4	-1	-2[fluorescence artefact?]	11	12	-9[fluorescence artefact?]
CCOCCn1cnc2sc(C(=O)NCC(=O)OCC)c(C)c2c1=O	-1	0	2.8	-2	13	16	10	-3	2[fluorescence artefact?]
CCOC(=O)N1CCN(C(=O)c2ccc3c(=O)n(-c4ccc(F)cc4)c(=S)[nH]c3c2)CC1	53*	-14	-1.1	3	10	-4	10	39	4
CCOC(=O)c1[nH]c(C)c(C(=O)OC(C)C(=O)Nc2ncc(Cl)cc2Cl)c1C (stereo not given)	1	-1	1.8	-36	1	-5[fluorescence artefact?]	9	18	2
Cc1cccc(N2CC34C=CC(O3)C(C(=O)O)C4C2=O)c1 (stereo not given)	5	1	0.7	11	-6	5	11	2	-1
O=c1cccccc1NCc1ccccc1	9	-31	-0.2	10	5	-16[fluorescence artefact?]	3	5	3
COc1ccc(NS(=O)(=O)c2ccc(N3CCOCC3)c(NC(=O)c3ccco3)c2)cc1	-34	-6	-0.1	25	7	-7	13	-11	-1
Cc1cc(NC(=O)C23CC4CC(CC(C4)C2)C3)n[nH]1	8	4	8.4	23	1	-6	9	1	2
Cn1cccc1/C=N/N1CCN(Cc2cccc3ccccc23)CC1	10	-1	-0.2	-17	-2	-2	8	31	8
Cc1ccc(-c2cccc(C3CC=CC4C3C(=O)N(Cc3ccccc3)C4c3ccc4ccccc4c3)c2)cc1 (stereo not given)	24	-28	0.4	4	-5	-1	16	-62	-6
COC(=O)CN1C(=O)C2(C(C#N)=C(N)Oc3c2c(C)nn3-c2ccccc2)c2ccccc21 (stereo not given)	-1	1	0.1	1	0	-6	6	-6	-5

Remaining list, next part:
SMILES	Hck-Nef inh	TbHK1 inh	zVAD death inh	EP2 mod	Rad51 HR inh	14-3-3 Bad inh	PGE2 EP2 inh	m-calpain inh	eIF4E 4G PPI
O=C(COc1ccc(S(=O)(=O)NC2CCCCC2)cc1)Nc1ccc2c(c1)OCCO2	2	-1	3.2	1	0	-2	1	24	2
Cc1cccc(C)c1OC(=O)CCN1C(=O)C2C3C=CC(C4CC34)C2C1=O (stereo not given)	24	0	2.1	-61	19	-1	2	40	-1
CCc1ccc(C(=O)CSc2nc3cc(S(=O)(=O)N4CCOCC4)ccc3n2CC)cc1	2	-5	0.3	-5	-7	1[fluorescence artefact?]	3	22	1
O=C(NC1CCCCCC1)C1CCCN1S(=O)(=O)c1cccc2cccnc12 (stereo not given)	3	6	2.1	-3	1	3	24	-14	1
Cc1sc(NC(=O)c2ccco2)nc1-c1ccc2c(c1)CC(C)N2C(=O)C1CC1 (stereo not given)	-5	-9	2.3	-41	6	-28	6	-18	-19
CCOc1ccc(-c2nn3c(-c4ccccc4)nnc3s2)cc1	0	-8	-0.5	65*	5	-6	11	-9	-7
S=C(NCC1CCCO1)n1nnc2ccccc21 (stereo not given)	-1	4	-1.0	x	3	x	7	x	x
Cc1cc(C)c(-n2[nH]nnc2=S)c(C)c1	1	7	0.9	-16	2	-1	16	13	-1
Nc1cc(=O)[nH]c(SCc2csc(-c3ccccc3)n2)n1	4	4	0.7	-20	x	9	6	-10	-4
Cc1cc(C)nc(N/N=C/c2c(C)oc3ccccc23)n1	22	-7	1.1	-25	2	-5	6	-16	-3

A run of entries of the results above, for reference:
SMILES	Hck-Nef inh	TbHK1 inh	zVAD death inh	EP2 mod	Rad51 HR inh	14-3-3 Bad inh	PGE2 EP2 inh	m-calpain inh	eIF4E 4G PPI
S=C(NCC1CCCO1)n1nnc2ccccc21 (stereo not given)	-1	4	-1.0	x	3	x	7	x	x
Cc1cc(C)c(-n2[nH]nnc2=S)c(C)c1	1	7	0.9	-16	2	-1	16	13	-1
Nc1cc(=O)[nH]c(SCc2csc(-c3ccccc3)n2)n1	4	4	0.7	-20	x	9	6	-10	-4
Cc1cc(C)nc(N/N=C/c2c(C)oc3ccccc23)n1	22	-7	1.1	-25	2	-5	6	-16	-3

(further entries)
SMILES	Hck-Nef inh	TbHK1 inh	zVAD death inh	EP2 mod	Rad51 HR inh	14-3-3 Bad inh	PGE2 EP2 inh	m-calpain inh	eIF4E 4G PPI
COc1cc(CCC(=O)OCc2nnc(-c3ccccc3)o2)cc(OC)c1OC	0	-3	0.6	4	5	10	26	14	-2
COC(=O)C1NN=C(C(=O)c2ccc(Cl)cc2)C1c1ccc(OC)cc1 (stereo not given)	5	3	0.0	-35	16	-14	10	-42	0
COc1ccc(CC(=O)Nc2nncs2)cc1OC	3	6	3.6	21&-4	4	-7	6&9	-18	-3
Cc1cc(Nc2ccccc2)n(CCO)n1	-7	-4	-0.4	8	4	9[fluorescence artefact?]	6	-1	-1
O=C(c1cc2ccccc2o1)c1cccs1	7	-18	0.9	6	-5	-4[fluorescence artefact?]	6	2	6
CCCCCOC(=O)c1c(N)n(CCOC)c2nc3ccccc3nc12	41	-15	0.2	-20	-5	9	2	i	8
Cn1nnnc1SCC(=O)c1ccc2c(c1)OCCO2	23	-3	6.8	-8	2	9	5	17	4
CCCCOc1nc(N)nc(-c2ccccc2)n1	5	-2	-0.1	13	5	1	8	18	-3
CCC1CCCCN1CCCNC(=O)CC1Oc2ccccc2NC1=O (stereo not given)	1	-3	0.3	16	-1	13	14	-42	-2
C=CCn1c(=O)c(C(=O)OCC)c(O)c2ccccc21	-6	-6	1.9	18	2	-6	9	19	2

Screening data: PubChem BioAssay, several laboratories
